All columns: NCI-60 one-dose screen, growth in % after 48 h at 10 µM unless noted; 100 = growth as untreated, 0 = no growth, -100 = all killed.
SR: SR leukemia cells. 73,000 tested, 8.7% active. AID 1794780
CCRF-CEM: CCRF-CEM leukemia; 77,000 tested, 7% active
MOLT-4: MOLT-4 leukemia cells | AID 1794779 | 80,000 tested, 6.9% active
K-562: K-562 leukemia; 78,000 tested, 7.4% active; AID 1794777
MDA-MB-468: MDA-MB-468 breast cancer; 78,000 tested, 8.5% active
RPMI-8226: RPMI-8226 leukemia cells. 77,000 tested, 7.5% active. AID 1794781
MDA-MB-231: MDA-MB-231 breast cancer; 81,000 tested, 5% active
MDA-MB-435: MDA-MB-435 melanoma. 82,000 tested, 7.8% active. AID 1794794
* marks the source's active call; other numbers are inactive results; . = not tested or not shown; & = joins results of further samples. Rule for the calls: active = growth percent below 10; inactive = the rest.

nr	Molecule	SR	CCRF-CEM	MOLT-4	K-562	MDA-MB-468	RPMI-8226	MDA-MB-231	MDA-MB-435
1	O=C1CC(c2ccccc2)CC2=C1C(c1c[nH]c3cccc(F)c13)Cc1c(F)cccc1N2 (configuration not stated)	69	44	38	66	87	64	73	85
2	O=C1/C(=C/c2ccc3cccc(Cl)c3n2)SC(=S)N1CCc1ccc(O)cc1	79	6.5*	49	86	.	82	80	86
3	Cc1cc(NS(=O)(=O)c2ccc(N/C=C/C(=O)c3cc4cc(Br)ccc4oc3=O)cc2)no1	92	93	93	101	91	94	101	97
4	O=C(Nc1ccncc1)C(=O)c1cn(S(=O)(=O)c2ccc(Cl)cc2)c2ccccc12	28	.	48	22	20	31	46	0.3*
5	O=C(Nc1csnn1)OCc1ccccc1	112	83	109	96	110	88	120	105
6	O=C1c2ccccc2C(=O)N1CCCBr	.	101&105	100&102	102&106	88&105	102&107	101&115	98&100
7	Cc1nc2c(C)c(C(=O)Nc3ccc(Cl)cc3)sc2c(=O)[nH]1	87	87	67	69	.	97	77	93
8	O=C(N/N=C\c1ccccc1)c1ccc2nc(-c3ccc(Cl)cc3)[nH]c2c1	82	89	87	93	112	86	102	101
9	CC(=O)Nc1c(Nc2ccccc2)[nH]c(C)nc1=S	94	100	112	95	106	108	108	109
10	O=C(OC(c1ccccc1)c1ccccc1)c1ccc([N+](=O)[O-])cc1	91	106	96	92	106	106	99	91
11	O=C(N/N=C/c1ccccc1Cl)c1ccccc1Nc1ccnc(C(F)(F)F)c1	-3.2*	11	2.6*	5.0*	.	-35*	-17*	15
12	CN(C)CCNC(=O)c1cccc(-c2cnc3ccc(-c4ccc5c(c4)OCO5)nn23)c1	-2.2*	76	59	1.8*	67	76	78	86
13	Nc1nc(N)c2c(n1)NC(c1ccc(Cl)cc1)CC(c1ccc(Nc3nc(NCCO)nc(Nc4ccc(Cl)cc4)n3)cc1)=N2 (configuration not stated)	.	4.9*	3.6*	-25*	-29*	-33*	53	5.2*
14	CCOC(=O)c1cnc2ccccc2c1Nc1cccc(NS(C)(=O)=O)c1	128	121	83	108	108	109	109	108
15	C[C@]12CC[C@@H]3c4cc(N)c(O)cc4CC[C@H]3[C@@H]1CC[C@@H]2O	109	84	87	88	109	83	99	110
16	COC(=O)CC[C@@H]1O[C@@H](c2cccc(C(F)(F)F)c2)[C@@H](I)[C@H]1O	98	96	95	101	92	104	107	98
17	OC1CCSc2ccc3ccccc3c21 (configuration not stated)	94	95	109	106	109	105	106	111
18	CC(=O)/C(=C/c1cccc(Cl)c1)C(=O)c1ccccc1	.	40	.	.	99	17	85	73
19	Brc1ccc(/C=N/Nc2nnc(-c3ccncc3)o2)cc1	109	101	101	98	111	99	102	105
20	CC(=O)Nc1ccc(C2CN(C)C3(C(=O)c4ccccc4C3=O)C2C(=O)c2ccccc2)cc1 (configuration not stated)	104	106	102	97	98	103	91	103
21	N#CSc1c[nH]c2cccc(/C=C/C(=O)/C=C(/C=C/c3cccc4[nH]cc(SC#N)c34)OB(F)F)c12	6.4*	-11*	-14*	-15*	-32*	-6.1*	-42*	-75*
22	Cc1c(C)c(CCl)c(C)c(C)c1CCl	.	25	18	60	81	70	102	75
23	Cc1noc(N)c1N	.	110	85	80	94	94	107	110
24	Nc1c(C(=O)Nc2ccccn2)sc2nc3c(cc12)CCCC3	9.8*	37	30	14	44	56	66	-25*
25	CN(C)c1ccc(/C=C2\CCC/C(=C\c3ccc(N(C)C)cc3)C2=O)cc1	101	84	98	108	113	79	103	98

6 structures from above, sorted by number of heavy atoms, falling.
nr	Molecule	SR	CCRF-CEM	MOLT-4	K-562	MDA-MB-468	RPMI-8226	MDA-MB-231	MDA-MB-435
1	O=C1CC(c2ccccc2)CC2=C1C(c1c[nH]c3cccc(F)c13)Cc1c(F)cccc1N2 (configuration not stated)	69	44	38	66	87	64	73	85
4	O=C(Nc1ccncc1)C(=O)c1cn(S(=O)(=O)c2ccc(Cl)cc2)c2ccccc12	28	.	48	22	20	31	46	0.3*
8	O=C(N/N=C\c1ccccc1)c1ccc2nc(-c3ccc(Cl)cc3)[nH]c2c1	82	89	87	93	112	86	102	101
16	COC(=O)CC[C@@H]1O[C@@H](c2cccc(C(F)(F)F)c2)[C@@H](I)[C@H]1O	98	96	95	101	92	104	107	98
18	CC(=O)/C(=C/c1cccc(Cl)c1)C(=O)c1ccccc1	.	40	.	.	99	17	85	73
17	OC1CCSc2ccc3ccccc3c21 (configuration not stated)	94	95	109	106	109	105	106	111

Going on with the list.
nr	Molecule	SR	CCRF-CEM	MOLT-4	K-562	MDA-MB-468	RPMI-8226	MDA-MB-231	MDA-MB-435
26	CCOC(=O)N1C=CC2C=CC1C1C=CC=CC2N1C(=O)OCC (configuration not stated)	.	.	96	48	53	89	87	3.8*
27	N#CC(=O)Nc1ccc(Cl)c(Cl)c1	80	69	72	44	61	49	82	81
28	Oc1cc(-[n+]2ccc3ccccc3c2)c(O)c2ccccc12	29	74	39	92	72	70	62	105
29	Cc1ccc2c3c(ccc2c1)C(=O)c1c(ccc2c1N[C@@H]1C[C@H]2O[C@@H](C)[C@@H]1O)C3=O	100	90	77	65	91	87	68	95
30	N#Cc1cnc2ccc(-c3cnc(N)nc3)cc2c1N1CCc2cc(F)c(Cl)cc21	8.6*	5.7*	0.2*	12	-38*	-17*	15	-1.2*
31	Cc1oc(-c2ccccc2)nc1CN[C@@H]1C[C@@H]2C[C@H]([C@H]1C)C2(C)C	-6.3*	24	0.1*	12	-84*	-3.5*	35	71
32	COc1ccc(/C=C2\SC(=S)N(/C=C(/C#N)C(=O)c3ccc4ccccc4c3)C2=O)cc1OC	52	80	81	81	81	80	81	78
33	O=C(CNc1ccc(Br)cc1)N1CCN(c2ncnc3c2cnn3-c2ccccc2)CC1	68	.	54	45	32	72	69	57
34	O=[N+]([O-])c1cccc(C2CC(c3ccccc3)=Nc3ccccc3S2)c1 (configuration not stated)	-40*	23	64	12	86	16	97	112
35	O=C(c1nnc(Nc2cccc(Br)c2)o1)c1c[nH]c2ccccc12	100	97	98	105	103	102	79	103
36	O=S(=O)(Nc1ccccc1Cl)c1ccc(Br)cc1	105	70	97	98	88	84	103	91
37	Cn1c(=O)c2c(nc(OCCc3ccccc3)n2C)n(C)c1=O	74	97	76	73	94	134	102	104
38	COc1ccc(N2C(=O)N(c3ccc(SC)cc3)C(=N)C2=S)cc1	79	91	92	81	117	98	103	98
39	C=CC(O)CN(C)C (configuration not stated)	111	.	99	96	95	104	100	101
40	COc1ccc(C(=O)/C=C/c2ccc(Oc3ccc(Cl)cc3)cc2)cc1OC	74	94	99	84	.	73	98	96
41	CNC1=C([N+](=O)[O-])C(c2ccc(Cl)cc2Cl)C(C#N)=C(c2ccc[nH]2)O1 (configuration not stated)	108	.	99	95	113	110	99	99
42	CCN(CC)CCOc1ccc(/C(=C(\C)c2ccc(OC)c(F)c2)c2ccc(Cl)cc2)cc1	30	60	71	19	82	.	88	60
43	CCOC(=O)/C=C(\CC(=O)O)Nc1ccccc1	93	95	96	95	103	94	120	110
44	CC(=O)C1=C(C)OC(N)=C(C#N)C1c1cccc(C2C(C#N)=C(N)OC(C)=C2C(C)=O)c1 (configuration not stated)	77	74	90	90	92	83	105	105
45	CN1C(C)(C)CC(=NO)CC1(C)C	91	86	100	.	107	95	107	113
46	NC(N)=Nc1cccc2ccccc12	98	94	79	90	94	97	111	105
47	Cc1ccc(C(=O)Nc2ccccc2OCc2cccc(C(=O)NCCN)c2)[nH]1	91	94	90	94	105	103	100	110
48	COc1ccc(-c2nc(SCC(C)C)nc(N3CCN(C)CC3)c2C#N)cc1	62	86	81	84	90	78	87	90
49	COc1ccccc1OC(=O)c1ccccc1	104	108	101	83	.	104	125	125
50	COC(=O)c1cc(O)cc(O)c1	84	100	92	91	104	.	110	114

nr	Molecule	SR	CCRF-CEM	MOLT-4	K-562	MDA-MB-468	RPMI-8226	MDA-MB-231	MDA-MB-435
51	O=C1NC(=S)NC(=O)C1=Cc1cn(Cc2ccccn2)c2ccccc12	13	31	66	26	-41*	91	53	21
52	O=C(Cn1cc(COc2ncnc3sc4c(c23)CCCC4)nn1)Nc1ccccn1	95	94	92	86	65	.	88	100
53	O=C1OC2(OC(=O)C3C=CC=CC3N2c2ccc(C(F)(F)F)cc2)c2ccccc21 (configuration not stated)	74	85	72	95	100	79	101	95
54	O=P(O)(O)c1ccccc1Br	91	112	117	99	86	116	103	106
55	Cc1ccccc1/C=C/C(=O)c1cccc(OCCCCOc2cccc(C(=O)/C=C/c3ccccc3C)c2)c1	74	104	94	97	86	-6.5*	95	95
56	O=C(Nc1cccc(OC(F)(F)F)c1)Nc1ccc2oc(=O)ccc2c1	49	45	36	33	62	19	94	72
57	CS(=O)(=O)Nc1cc(-c2ccc3ncnc(Nc4ccc(F)c(Cl)c4)c3c2)cnc1Cl	0.5*	9.8*	-20*	19	-43*	-24*	5.1*	9.9*
58	CCCN(CC)CCNc1cc(OC)cc2cccnc12	50	106	.	74	88	102	75	106
59	COc1ccc(/C=C(\C#N)n2nnc3ccc(Cl)cc32)cc1	30	46	84	21	29	68	76	-23*
60	Cc1cc(S(=O)(=O)c2ccc(Cl)cc2)nc(S(=O)(=O)c2ccc(Cl)cc2)c1C#N	28	19	60	28	84	49	96	94
61	CC(=O)N(C(C)=O)N(C(C)=O)C(=O)c1ccccn1	97	108	92	108	114	120	109	95
62	CS(=O)(=O)OC(C(O)CO)C(OS(C)(=O)=O)C(O)CO (configuration not stated)	14	80	87	91	105	88	97	103
63	Fc1ccc(/C=C/c2cc(/C=C/c3ccc(F)cc3)n(-c3ccccc3)n2)cc1	74	99	81	84	107	94	105	103
64	COc1ccc(C2CC(=O)Nc3c(-c4cccc(Cl)c4)nsc32)cc1OC (configuration not stated)	78	91	79	79	70	82	79	89
65	CCN(C(=O)Nc1cccc2ccccc12)c1ccccc1	90	109	73	89	100	103	105	105
